Bioassay records from PubChem BioAssay.
RBBP9 inhibitor = human RBBP9 hydrolase inhibition; 220,000 tested, 0.2% active; recombinant RBBP9, FP-Rh probe fluorescence polarization; inhibition, % at 7.94 µM; O75884; AID 1515;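 active = inhibition above the campaign mean of all tested compounds plus 3 SD, cut at about 14% in these data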;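 note: plate controls were DMSO wells with RBBP9 for no effect and wells lacking RBBP9 protein for full effect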
Target sequence (O75884 whole entry, looked up): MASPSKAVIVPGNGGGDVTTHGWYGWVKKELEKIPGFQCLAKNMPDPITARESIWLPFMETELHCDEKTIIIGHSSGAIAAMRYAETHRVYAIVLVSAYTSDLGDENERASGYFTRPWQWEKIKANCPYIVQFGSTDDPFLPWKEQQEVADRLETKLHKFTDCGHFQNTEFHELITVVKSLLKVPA
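Test system – recombinant human RBBP9 · Input – RBBP9 2.5 µM in dispensing solution, pre-mixing · Medium – Tris buffer pH 8.0, NaCl, Pluronic · Schedule – preincubation 30 min plus labeling 45 min at 25 °C · Measured by – fluorescence polarization · Measure – % inhibition · Controls – DMSO and no-protein wells · Replicates – one well per compound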
Calpain2 inh = calpain II (pig) inhibition; AID 1236; inhibition, % at 16 µM; 220,000 tested, 0.37% active; purified calpain II, fluorogenic peptide substrate, 30 min;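 active = inhibition above about 50%, limit read from the data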
Runt-SMMHC FRET = inhibitors of human RUNX1 Runt domain binding to CBFb-SMMHC. inhibition, % at 20 µM. Q01196+Q13951. 220,000 tested, 0.74% active. Cerulean-Runt/Venus-CBFb-SMMHC FRET ratio 530/480, 1 h;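 active = mean inhibition across duplicate retests at 20 µM reaching about 50%, limit read from the data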;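 note: 0% = DMSO wells and 100% = wells with excess untagged CBFb-SMMHC; inhibitors lower the FRET ratio by blocking Runt binding to CBFb-SMMHC; some results filed as inactive read as strong as hits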
Target sequence (Q01196 whole entry, looked up, the tested form may be a part): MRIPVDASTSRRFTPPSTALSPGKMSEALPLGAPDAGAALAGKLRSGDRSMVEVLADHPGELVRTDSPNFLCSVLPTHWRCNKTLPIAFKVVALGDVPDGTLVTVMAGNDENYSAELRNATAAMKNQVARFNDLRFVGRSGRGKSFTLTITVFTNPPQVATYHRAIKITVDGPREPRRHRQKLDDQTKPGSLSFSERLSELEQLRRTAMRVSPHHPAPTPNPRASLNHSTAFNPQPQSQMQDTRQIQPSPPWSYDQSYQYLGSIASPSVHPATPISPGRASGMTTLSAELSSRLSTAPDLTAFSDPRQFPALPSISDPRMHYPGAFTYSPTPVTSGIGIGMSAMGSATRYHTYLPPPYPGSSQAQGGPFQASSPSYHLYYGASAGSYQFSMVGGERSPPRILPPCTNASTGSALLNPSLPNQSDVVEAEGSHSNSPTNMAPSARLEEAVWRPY
Target sequence (Q13951 whole entry, looked up, the tested form may be a part): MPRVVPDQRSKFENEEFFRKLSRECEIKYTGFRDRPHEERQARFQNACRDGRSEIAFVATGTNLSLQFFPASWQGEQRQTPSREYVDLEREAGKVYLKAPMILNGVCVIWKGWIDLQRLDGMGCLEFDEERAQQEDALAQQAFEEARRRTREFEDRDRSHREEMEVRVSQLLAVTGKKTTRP
p97 ATPase inh = inhibitors of human p97 ATPase. P55072. 220,000 tested, 0.42% active. inhibition, % at 8 µM. recombinant p97 ATPase, Kinase-Glo ATP luminescence, 3 h; in the data active = inhibition above about 15%;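 note: 0% = DMSO vehicle and 100% = wells lacking enzyme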
Furin inhibitor = human furin inhibition. P09958. purified furin, fluorogenic substrate cleavage. inhibition, % at 30 µM. 220,000 tested, 0.061% active; in the data active = inhibition above about 25%; note: inactives centre near -15
Runt-CBFb FRET = blocks binding of human RUNX1 Runt domain to CBFb | Cerulean-Runt/Venus-CBFb FRET ratio 530/480, 1 h | 220,000 tested, 0.46% active | inhibition, % at 20 µM | AID 1496 | Q01196+Q13951;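 active = inhibition over about 50% at 20 µM in the single-dose screen, limit read from the data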;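 note: 0% = DMSO wells and 100% = excess unlabeled CBFb competitor control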
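Assay system: Cerulean-Runt domain fusion protein, energy donor; Signal: fluorescence energy transfer, 422 nm excitation, 530/480 nm emission; Timing: 1 h compound exposure, room temperature; Control set: unlabeled CBFb; Medium: Tris buffer pH 7.5 with salts and BSA; Compound: single test concentration of 20 µM, 1% DMSO final; Probe or stimulus: Venus-CBFb 100 nM.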
EBV gp42 block = blocks Epstein-Barr virus glycoprotein 42 binding; Fluorescence polarization binding assay, mP read-out; inhibition, % (tested at 21.74 µM); 220,000 tested, 0.42% active; AID 1085; in the data active = inhibition above about 50%
TbHK1 inh = blocks Trypanosoma brucei hexokinase 1 activity. inhibition, % at 10 µM. recombinant TbHK1, G6PDH-coupled NADH A340. 220,000 tested, 0.11% active;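 active = inhibition of 50% or more in the single-dose primary screen; inactive = inhibition below 50%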
p47phox inh = blocks human p47phox regulatory protein of NADPH oxidases | P14598 | p47phox/p22phox peptide binding, fluorescence polarization, 2 h | inhibition, % at 24.7 µM | 220,000 tested, 0.53% active;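 active = inhibition above about 30%, limit read from the data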;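 note: 0% = p47phox with labelled peptide and 100% = labelled peptide alone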
Starred values were filed as active, the others as inactive; i = inactive; · = no result given; [ ] = dose if it differs, or a comment. Not a hit list; overall some 2.7% were active at least once.

SMILES	RBBP9 inhibitor	Calpain2 inh	Runt-SMMHC FRET	p97 ATPase inh	Furin inhibitor	Runt-CBFb FRET	EBV gp42 block	TbHK1 inh	p47phox inh
CCC(=O)Oc1ccc2c(c1)OC1(OC(C)=O)OC(C)CC1=C2C (centres undefined)	-1	-343	14	1	-330	10	-14	-40	0
Cc1ccc(N=C2CCCCCN2C)c(C#N)c1	-9	20	-5	2	-19[20 µM]	0	3	9	13
CCCCCCCCCS(=O)(=O)N/N=C/c1cccc([N+](=O)[O-])c1	1	-34	-9	-2	-19[20 µM]	-12	-4	6	0
Cc1ccc(C2C(C#N)=C(N)Oc3nc(-c4ccccc4)[nH]c32)o1 (centres undefined)	-5	-17	2	4	-22	1	-10	2	-6
CCOc1ccc(NC(=O)CS(=O)CC(=O)NC2CCCc3ccccc32)cc1 (centres undefined)	6	11	0	-3	-3	0	-9	5	-1
CC(=O)c1ccc(OC(C)C)c(CN2CCCCC2)c1	-2	-8	3	8	-31	0	-10	-1	-3
Cc1cc(SCC(=O)OCC(=O)NCc2ccc3c(c2)OCO3)c(C)cc1Br	-4	45	28	2	-32	-2	-1	4	-24
CCOc1ccc(N(CC)C(=O)c2nn(-c3ccc(OC)cc3)c(=O)c3c2c2ccccc2n3C)cc1	1	18	-5	2	-15	-8	1	1	3
CCCCC1=NN(C(=O)c2ccco2)C(O)(C(F)(F)F)C1 (centres undefined)	-4	9	0	-2	-11	-1	-12	-3	·
CC(C)(C)C(=O)NCCCc1nc2ccccc2n1CCCOc1ccc(Cl)cc1	-4	-43	-7	-4	-12[20 µM]	-6	-10	-2	-15
Cc1cccc(NC(=O)CN2C(=S)NC(C)(C)CC2C)c1C (centres undefined)	-7	-4	-4	4	-18	3	-9	-3	-9
O=C(NNC(=O)c1cc(OCC(F)(F)F)ccc1OCC(F)(F)F)c1ccc(Cl)c(Cl)c1	-4	49	3	2	-18[20 µM]	3	-7	-2	-9
COC(=O)/C(=C\Nc1ccc(Cl)cc1Cl)NC(=O)c1ccccc1	-4	9	1	-3	-8[20 µM]	-2	22	-23	-5
CCCCCOc1ccccc1C(=O)NCC(=O)O	-4	4	-7	-1	-10	-1	-14	6	-10
COC(C[C@@H]1O[C@H]1[C@@H](O)COCc1ccccc1)OC	·	-6	-2	·	-29	1	-6	7	-8
NC(=NC(=O)c1ccccc1)N1N=CCC1c1ccccc1 (centres undefined)	-4	-17	1	0	-27	1	2	2	-4
Cc1ccc(NC(=O)c2cccs2)cc1NC(=O)c1cccnc1	-7	-22	-8	0	-21	0	1	-4	2
O=C(O)C1C2C=CC(C2)C1C(=O)N1CCOCC1 (centres undefined)	-3	8	1	3	-29	0	-7	2	-9
CCCCNC(=O)c1c[nH]c2ccc(S(=O)(=O)Nc3ccc(OCC)cc3)cc2c1=O	-8	32	-2	7	-30	·	-7	-12	-19
COc1ccc(Cl)cc1C(=O)Nc1ccc(Br)c(C)n1	4	-14	1	2	-21	1	-1	-7	-14
Cc1ccc(CNC(=O)C2CCC(CNc3c(N4CCOCC4)c(=O)c3=O)CC2)cc1 (centres undefined)	-10	0	1	-7	-12	1	-11	-8	-4
Nc1cc(N)nc(SCC(=O)N2CCN(S(=O)(=O)c3ccccc3)CC2)n1	-5	-8	-2	4	-22	2	-3	4	-8
COc1ccc(OCC(=O)Nc2nnc(-c3ccco3)s2)cc1	-2	-31	1	-4	-20	9	18	-1	-32
CC(C)n1c(N2CCN(C(=O)N3CCCCC3)CC2)nc2ccccc21	5	-14	-3	2	-13	-1	-9	-1	-4
O=c1c2ccccc2nc(CSc2nnnn2-c2ccccc2)n1-c1cccc(C(F)(F)F)c1	-1	-27	0	2	-16[20 µM]	0	-1	-2	-5

Six entries from above, ordered by the number in Runt-CBFb FRET, rising:
SMILES	RBBP9 inhibitor	Calpain2 inh	Runt-SMMHC FRET	p97 ATPase inh	Furin inhibitor	Runt-CBFb FRET	EBV gp42 block	TbHK1 inh	p47phox inh
CCCCC1=NN(C(=O)c2ccco2)C(O)(C(F)(F)F)C1 (centres undefined)	-4	9	0	-2	-11	-1	-12	-3	·
Cc1ccc(NC(=O)c2cccs2)cc1NC(=O)c1cccnc1	-7	-22	-8	0	-21	0	1	-4	2
COc1ccc(Cl)cc1C(=O)Nc1ccc(Br)c(C)n1	4	-14	1	2	-21	1	-1	-7	-14
Nc1cc(N)nc(SCC(=O)N2CCN(S(=O)(=O)c3ccccc3)CC2)n1	-5	-8	-2	4	-22	2	-3	4	-8
Cc1cccc(NC(=O)CN2C(=S)NC(C)(C)CC2C)c1C (centres undefined)	-7	-4	-4	4	-18	3	-9	-3	-9
COc1ccc(OCC(=O)Nc2nnc(-c3ccco3)s2)cc1	-2	-31	1	-4	-20	9	18	-1	-32

(continued)
SMILES	RBBP9 inhibitor	Calpain2 inh	Runt-SMMHC FRET	p97 ATPase inh	Furin inhibitor	Runt-CBFb FRET	EBV gp42 block	TbHK1 inh	p47phox inh
COc1ccc([N+](=O)[O-])cc1NC(=O)Nc1ccc(OC)c(OC)c1	-8	26	-6	1	-10	1	0	1	-3
Cc1ccc(NC(=O)c2cccc3c2-c2ccccc2C3=O)cc1C	4	5	0	1	-10[20 µM]	-1	5	-15	-8
COC(=O)c1ccc(CSc2cc(C)c3cc(C)cc(C)c3n2)o1	-11	-4	0	-2	-20	3	-13	-8	-10
COc1ccc(-c2nnc(SCC(=O)N3CCCC(C)C3)o2)c(OC)c1 (centres undefined)	2	-19	-2	-5	12[20 µM]	-4	-9	2	-4
Cc1onc(-c2ccccc2Cl)c1C(=O)Nc1cc(=O)n(C)c(=O)n1C	-6	·	·	1	-24[20 µM]	·	·	-6	·
Cc1cccc(OCCOCCSc2ncccn2)c1	0	-32	4	-2	-15	0	-5	-3	-14
CN1CCN(S(=O)(=O)c2ccc(NC(=O)c3csc4ccccc34)cc2)CC1	-6	-2	0	1	-23[20 µM]	-1	-11	9	-13
Cc1c(NC(=O)Nc2ccccc2Cl)sc(=S)n1C	-5	-40	-6	6	-22[20 µM]	6	-12	0	-28
C=CCn1c(SCC(=O)Nc2ccc3c(c2)OCO3)nnc1-c1cc(Br)ccc1O	-4	-59	0	3	-206[20 µM]	-1	1	2	-9
CCOC(=O)N=Nc1c2ccccc2c2nc3no[nH]c3nc12	2	2	-2	2	-23	-3	-14	-20	3
CO/N=C(\C(=O)N[C@@H]1C(=O)N2C(C(=O)O)=C(COC(N)=O)CS[C@H]12)c1ccco1	-9	6	2	-6	-10	0	5	11	-4
Cc1nn(-c2ccccc2)c(Cl)c1CN(C(=O)CCl)c1ccc(Cl)cc1	-10	27	3	-5	-3	-1	22	-3	-1
O=C1NC(Cc2ccccc2)C(=O)N1Cc1cc([N+](=O)[O-])cc2c1OCOC2 (centres undefined)	2	5	9	5	-24	0	-16	-7	-2
O=C1Nc2ccc([N+](=O)[O-])cc2OC1CCN1CCN(Cc2ccccc2)CC1 (centres undefined)	1	-14	-10	3	-16	-6	1	-28	-6
CC(=O)Nc1ccccc1NC(=O)C/C(C)=N/NC(=O)c1ccncc1	-5	21	0	1	-21	2	-8	-1	-3
CC(C)c1ccc(S(=O)(=O)c2cn(Cc3ccc(F)cc3)c3cc4c(cc3c2=O)OCO4)cc1	-6	-9	-1	2	4	-3	-13	33	-24
Cc1cc(=O)cc(C)n1-c1ccc(O)cc1	-5	-6	0	-1	-17	-2	9	0	7
Cc1nn(C)cc1CN(C)C(=O)CCc1nnc(CCC2CCCCC2)o1	4	-31	3	6	-25	0	-3	-1	5
CCCCSc1nc(C(=O)O)cc(=O)[nH]1	0	-6	2	7	-14	1	-12	5	-16
COc1ccc(CC(=O)N2CCOCC2)cc1	0	10	-8	3	-22[20 µM]	-1	-10	-2	-10
Cc1nn(-c2ccccc2)c2sc(C(=O)NNC(=O)COc3cccc4ccccc34)cc12	3	-8	-3	5	-17[20 µM]	-4	-16	-7	-4
CCc1ccc(N(C(=O)c2csnn2)C(C(=O)NCc2ccccc2)c2ccco2)cc1 (centres undefined)	-10	36	-11	0	-15[20 µM]	-2	2	-4	5
Cc1nc2ccccc2c2c1CC(C)S2 (centres undefined)	-2	-30	0	7	-40	1	-9	-12	8
COc1ccc(-c2nc3c([nH]2)c(=O)n(C)c(=O)n3C)c(OC)c1	6	i	-2	1	-26[20 µM]	0	-22	-16	-36
CCc1cc2cc(OC)ccc2nc1SCC(=O)Nc1cc(OC)c(OC)cc1C(=O)O	-7	-94	-5	2	-22	0	-11	-13	-1

Compound profiles, as listed above. Order of values: RBBP9 inhibitor	Calpain2 inh	Runt-SMMHC FRET	p97 ATPase inh	Furin inhibitor	Runt-CBFb FRET	EBV gp42 block	TbHK1 inh	p47phox inh
`CCOC(=O)N=Nc1c2ccccc2c2nc3no[nH]c3nc12` across the screens: 2	2	-2	2	-23	-3	-14	-20	3
`CCCCSc1nc(C(=O)O)cc(=O)[nH]1` across the screens: 0	-6	2	7	-14	1	-12	5	-16

An excerpt from above, limited to RBBP9 inhibitor:
smiles,RBBP9 inhibitor
Cc1cc(=O)cc(C)n1-c1ccc(O)cc1,-5
Cc1nn(C)cc1CN(C)C(=O)CCc1nnc(CCC2CCCCC2)o1,4

More records follow.
SMILES	RBBP9 inhibitor	Calpain2 inh	Runt-SMMHC FRET	p97 ATPase inh	Furin inhibitor	Runt-CBFb FRET	EBV gp42 block	TbHK1 inh	p47phox inh
COc1cc(N=Nc2ccccc2C(=O)O)ccc1O	-2	1	-5	2	4	16	-20	-27	-70
Cc1ccc(NC(=S)N(CCN(C)C)C(C)c2ccco2)cc1Cl (centres undefined)	4	9	3	0	-28	2	-16	5	-11
Cc1c(OC(C(=O)O)c2ccccc2)ccc2c(-c3ccccc3)cc(=O)oc12 (centres undefined)	-3	-10	-5	0	-9	-4	-4	-19	-6
Cc1c(NC(=O)CCC2CCCCC2)cc(C(=O)N2CCOCC2)cc1[N+](=O)[O-]	7	3	0	1	-18	-6	-8	-8	-20
Cc1cccc(NC(=O)CN(C)S(=O)(=O)c2cccc3nsnc23)c1C	-1	12	4	0	-11	-1	-14	-14	-6
CCc1cc2c(=O)n(-c3ccc(Br)cc3)cnc2s1	5	3	-1	1	-16[20 µM]	-2	-4	-2	1
CC(=O)C(Cc1cnc(Cl)s1)(Cc1cnc(Cl)s1)C(C)=O	0	29	1	3	-22[20 µM]	2	-7	-2	-2
O=C(/C=C/c1cccc([N+](=O)[O-])c1)n1cnc2ccccc21	-3	-33	-3	6	-35	6	-22	-5	-8
